Screening results (PubChem)
Nrf2 block = Nrf2 pathway inhibition | 360,000 tested, 2.1% active | A549 ARE-Fluc reporter, luciferase luminescence, 18-24 h | Potency, µM (doses to about 46 µM), without a hit: top-dose activity change, negative = inhibition, usual class: inhibitors | AID 504444; further: potency means the concentration at half of the fitted maximal effect; on the % scale 0 is the no-effect control and ±100 the full control effect; nearly all actives have a fitted effect of over 60% in size
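In this cell-based qHTS, ARE-driven firefly luciferase in A549 cells reports Nrf2 activity; the luminescent signal after BugLite lysis is the measured value, with a prior CellTiter-Fluor read for cell health.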
Nrf2 ARE act = activates Nrf2 signaling | AREc32 ARE-luciferase reporter (MCF7-derived line), luminescence, 24 h | Potency, µM (doses to about 46.1 µM), for inactives: at the top dose activation, hits mostly activators | 410,000 tested, 0.31% active; further: potency means the concentration at half of the fitted maximal effect; % of control where 0% means no effect; nearly all actives have a fitted effect of over 65% in size
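Reporter line AREc32 (ARE-Fluc), seeded overnight in OPTI-MEM with 5% FBS; compound pin-transferred, 24 hr at 37 deg C, 5% CO2; luminescent read-out.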
EPAC2 antag = antagonists of human EPAC2; EPAC2 GEF exchange of Rap1B-BODIPY-GDP, fluorescence; 360,000 tested, 0.18% active; AID 720708; Potency, µM (titrated, usually from 114 µM), inactives show at the highest dose activity, negative = inhibition, actives largely listed as inhibitors; Q8WZA2; further: potency means the concentration at half of the fitted maximal effect; on the % scale 0 is the no-effect control and ±100 the full control effect; nearly all actives have a fitted effect of over 45% in size; many of its hits are not listed in these tables
Target sequence (Q8WZA2 whole entry, looked up): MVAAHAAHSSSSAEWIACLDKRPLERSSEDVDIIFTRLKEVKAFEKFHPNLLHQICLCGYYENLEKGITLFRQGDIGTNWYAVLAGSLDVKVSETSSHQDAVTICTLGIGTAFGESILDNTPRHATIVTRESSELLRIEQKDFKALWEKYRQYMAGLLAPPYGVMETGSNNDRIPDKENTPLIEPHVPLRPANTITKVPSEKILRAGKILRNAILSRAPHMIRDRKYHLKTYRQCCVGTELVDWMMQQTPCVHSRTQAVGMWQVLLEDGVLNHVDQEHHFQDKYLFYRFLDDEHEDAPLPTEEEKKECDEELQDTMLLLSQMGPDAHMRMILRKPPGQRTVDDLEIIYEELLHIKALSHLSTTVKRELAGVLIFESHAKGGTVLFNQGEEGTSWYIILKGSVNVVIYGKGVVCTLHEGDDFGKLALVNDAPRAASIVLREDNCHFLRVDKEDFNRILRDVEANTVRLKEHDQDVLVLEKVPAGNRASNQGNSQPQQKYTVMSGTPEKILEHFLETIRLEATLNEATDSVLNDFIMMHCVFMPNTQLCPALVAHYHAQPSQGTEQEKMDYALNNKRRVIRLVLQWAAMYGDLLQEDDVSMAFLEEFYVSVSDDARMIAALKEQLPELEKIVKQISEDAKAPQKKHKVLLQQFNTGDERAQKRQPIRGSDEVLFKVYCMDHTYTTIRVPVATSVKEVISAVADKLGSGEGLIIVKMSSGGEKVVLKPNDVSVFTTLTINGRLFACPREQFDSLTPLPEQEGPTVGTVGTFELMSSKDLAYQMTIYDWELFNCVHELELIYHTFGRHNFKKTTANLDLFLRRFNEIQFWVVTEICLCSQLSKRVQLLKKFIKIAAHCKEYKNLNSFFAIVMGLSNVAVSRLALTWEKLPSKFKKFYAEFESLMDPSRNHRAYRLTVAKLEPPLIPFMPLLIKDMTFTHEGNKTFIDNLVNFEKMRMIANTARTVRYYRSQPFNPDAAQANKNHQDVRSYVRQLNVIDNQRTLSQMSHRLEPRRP
CCT modulator = changes cytosolic chaperonin activity. purified chaperonin ATPase assay, HTRF ADP detection, 30 min. activity change, % (no concentration beside the values), hits read low. 360,000 tested, 0.3% active; in the data active means activity change below about -30%; further: on the % scale 0 is the no-effect control and ±100 the full control effect
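TRiC at 40 or 20 nM final (batch-dependent) in 30 mM Tris pH 7.4, 100 mM KCl, 5 mM MgCl2, 1 mM DTT, with compound at single 76 uM and 10 uM ATP, 30 min at 37 deg C. ADP detected by HTRF Transcreener, 665/615 ratio.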
MmCpn inh = blocks the Methanococcus maripaludis chaperonin Mm-Cpn; 330,000 tested, 0.031% active; purified Mm-Cpn ATPase, ADP Transcreener TR-FRET; Potency, µM (top dose mostly 76.9 µM), without a hit: at the top dose activity, negative = inhibition, usual class: inhibitors; AID 504842; further: potency means the concentration at half of the fitted maximal effect; on the % scale 0 is the no-effect control and ±100 the full control effect; nearly all actives have a fitted effect of over 80% in size
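TR-FRET (320 nm excitation; 590 and 665 nm emission) reports ADP made from 10 uM ATP by 25 nM enzyme; compounds were preincubated 10 min, reaction run 30 min, both at 37°C.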
EPAC2 agonist = agonists of human EPAC2 (RAPGEF4). EPAC2 activation, biochemical qHTS; response scale: 100% = 6.5 mM cAMP response. Potency, µM (titrated, usually from 154 µM), for the others: at the highest dose activation, hits mostly activators. 360,000 tested, 0.079% active. AID 720711; further: potency means the concentration at half of the fitted maximal effect; nearly all actives have a fitted effect of over 50% in size
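In this primary screen, activation is scored as increased exchange of BODIPY-GDP from Rap1B by 100 nM EPAC2, with 50 uM GDP as competitor. Signal is normalized to the 6.5 mM cAMP agonist control.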
A549 viability = kills or reduces viability of A549 cells in Nrf2 counter-screen; A549 ARE-Fluc cells, CellTiter-Fluor viability, 18-24 h; Potency, µM (highest dose often 46 µM), without a hit: top-dose activity change, negative = cytotoxicity, actives largely listed as inhibitors; 390,000 tested, 0.16% active; further: potency means the concentration at half of the fitted maximal effect; on the % scale 0 is the no-effect control and ±100 the full control effect
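A549 ARE_Fluc cells in 5% FBS OPTI-MEM were exposed to compounds in concentration-response for 18-24 h at 37 deg C. Viability was read by CellTiter-Fluor fluorescence (Ex 405/Em 525) after 30 min, before the luciferase read.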
pAkt inh = blocks phosphorylation of Akt; Neuro2A IGF-stimulated pAkt S473 HTRF, 20 min; stronger effect = lower value; activity change, % for hits at 50 µM; 360,000 tested, 0.32% active; AID 651550; in the data active means activity change below about -80%; inconclusive means mostly about -51% to -80%; further: on the % scale 0 is the no-effect control and ±100 the full control effect
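Single-point screen (50 µM final compound) in Neuro2A cells stimulated 20 min with 6 nM IGF at 37 deg C. After lysis, Ser473-phosphorylated Akt read by HTRF (ex 330 nm, em 615/665 nm) as the 665/615 ratio.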
TGFb SMAD3 inh = TGF-b pathway inhibition | HepG2 CAGA-GFP TGF-b/SMAD3 reporter, GFP fluorescence, 18 h; TGF-beta stimulated, 500 pg/mL final | Potency, µM (highest dose often 46.1 µM), for inactives: at the top dose activity, negative = inhibition, most hits filed as inhibitors | 410,000 tested, 1.2% active; further: potency means the concentration at half of the fitted maximal effect; on the % scale 0 is the no-effect control and ±100 the full control effect; nearly all actives have a fitted effect of over 65% in size
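HEPG2 CAGA-GFP reporter cells (1000/well, DMEM with 1% FBS) received compounds, then recombinant TGF-beta at 500 pg/mL final for 18 hours at 37 degrees C. Per-cell GFP summed per well was normalised to unstimulated and stimulated DMSO controls before curve fitting.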
* hit, by the source's call; i = inactive; ? = inconclusive; · = no result given; [ ] = another dose, or the depositor's remark. Unless noted, the call rests on the fitted dose curve; in most records, active means well fitted curve in the direction sought with a large enough effect; inconclusive means small, poorly fitted or top-dose-only effect, or another doubt; inactive means no such curve, though single readings can be large; an effect the other way counts as inactive or inconclusive. The list is partial; rates above refer to the full screens.

SMILES	Nrf2 block	Nrf2 ARE act	EPAC2 antag	CCT modulator	MmCpn inh	EPAC2 agonist	A549 viability	pAkt inh	TGFb SMAD3 inh
Cc1ccccc1OCCCN1CCCC1	18%	0.2%	6%	0.2	0%	-2%	-4%	i	-18%
CCn1c(SCC(=O)Nc2nccs2)nnc1-c1ccco1	-25%	0.6%	3%	-2.0	0%	9%	-4%	i	1%
C=CCCC(=O)N1C[C@H]2CON(C)[C@H]2C[C@H]1c1ccc(N2CCCCC2)cc1	·	0.6%	12%	-0.2	·	1%	·	i	?
CC/C(C)=N\NC(=O)CNC(=O)c1ccc(Cl)cc1Cl	-1%	-0.6%	15%	2.2	-5%	0%	-2%	i	-1%
COc1ccc(OC)c(NC(=O)c2ccc(-n3cccn3)nc2)c1	?	0.2%	19%	1.0	-6%	-8%	-10%	i	-4%
O=C(COC(=O)C1CCN(c2ccc(C(F)(F)F)cn2)CC1)NCc1ccc(Cl)cc1Cl	5%	0.0%	-14%	1.3	-2%	-1%	-6%	i	-20%
CCN(CC)c1ccc(S(=O)(=O)N2CCOCC2)cc1NC(=O)Cn1nc(C)c([N+](=O)[O-])c1C	-12%	-0.5%	-18%	-0.3	-2%	4%	5%	i	-6%
CCNC(=O)COc1ccc(CC)cc1	21%	0.2%	0%	-1.8	0%	-5%	3%	i	16%
O=C(CNS(=O)(=O)c1ccccc1)NCc1cccnc1	2%	-0.2%	7%	0.2	0%	9%	1%	i	-1%
CC(=O)Oc1ccccc1C(=O)N(C1CCCCC1)C1CCCCC1	?	0.1%	-7%	-0.4	1%	9%	-16%	i	?
COc1ccc(-c2nc3c(-c4ccccc4)cnn3cc2C)cc1F	10%	1.9%	0%	-1.1	1%	5%	0%	i	-36%
COc1ccc2c(c1)c(CC(=O)OCC(=O)N(C)C)c(C)n2C(=O)c1ccc(Cl)cc1	-11%	0.2%	-16%	0.5	-3%	13%	-12%	i	-12%
O=C1C(O)CC2c3ccccc3CC3(CCCC3)N12 (configuration not stated)	-11%	-0.3%	7%	-1.4	-7%[15.4 µM]	1%	-9%	i	25%
COc1ccc(N2C(=O)CC(SC(C)C)C2=O)cc1 (configuration not stated)	10%	-0.3%	-6%	0.8	3%	-3%	-2%	i	0%
Cc1ccc(C2C3=C(CC(C)(C)CC3=O)N(CCN3CCOCC3)C3=C2C(=O)CC(C)(C)C3)cc1	-3%	-0.4%	-3%	-5.0	1%	-2%	3%	i	18%
Cc1ccc(CSCC(Nc2ccc(C(=O)O)cc2[N+](=O)[O-])C(=O)O)cc1 (configuration not stated)	1%	0.0%	-1%	-7.3	-1%	5%	-6%	i	-1%
COc1cccc(N=Nc2c(N)[nH]n3c(=O)c4c(nc23)CCCC4)c1	?	2.4%	-6%	0.6	1%	-9%	?	i	-24%
COc1ccc(C(=O)CN2C(=O)c3ccccc3C2=O)cc1	5%	-0.1%	1%	0.3	0%	14%	-1%	i	-17%
COc1ccc(-c2n[nH]c(=S)n2/N=C/c2cccn2C)cc1	15%	5.0%	4%	0.9	0%	2%	18%	i	-1%
COc1cccc(Cn2c(=O)n(-c3ccc(C)c(F)c3)c(=O)c3sc4ccccc4c32)c1	-13%	-0.1%	·	·	·	·	-2%	·	0%
O=C(/C=C/c1ccco1)Nc1ccc(Cl)c(-c2nc3cc(Cl)ccc3o2)c1	0%	?	·	·	·	·	-5%	·	?
O=C(COC(=O)c1cnccn1)Nc1ccc(Cl)cc1	-13%	0.3%	0%	-1.9	-2%	-5%	-13%	i	-3%
O=C1N[C@@H](Cc2ccccc2)[C@@H](c2ccco2)O1	-19%	0.2%	-6%	-2.5	?	7%	6%	i	?
O=C(Nc1ccc(CN2CCCCC2)cc1)c1c(F)c(F)c(F)c(F)c1F	-6%	22%	-1%	-0.6	2%	0%	4%	i	2%

Record cards, as listed above.
Entry for `COc1ccc(N2C(=O)CC(SC(C)C)C2=O)cc1` (configuration not stated) → Nrf2 block: 10%; Nrf2 ARE act: -0.3%; EPAC2 antag: -6%; CCT modulator: 0.8; MmCpn inh: 3%; EPAC2 agonist: -3%; A549 viability: -2%; pAkt inh: i; TGFb SMAD3 inh: 0%
Entry for `O=C1N[C@@H](Cc2ccccc2)[C@@H](c2ccco2)O1` → Nrf2 block: -19%; Nrf2 ARE act: 0.2%; EPAC2 antag: -6%; CCT modulator: -2.5; MmCpn inh: ?; EPAC2 agonist: 7%; A549 viability: 6%; pAkt inh: i; TGFb SMAD3 inh: ?

Given with two lines to a compound: part of the list above.
Each structure is followed by: Nrf2 block | Nrf2 ARE act | EPAC2 antag | CCT modulator | MmCpn inh | EPAC2 agonist | A549 viability | pAkt inh | TGFb SMAD3 inh
COc1ccc(OC)c(NC(=O)c2ccc(-n3cccn3)nc2)c1
    ? | 0.2% | 19% | 1.0 | -6% | -8% | -10% | i | -4%
O=C(COC(=O)C1CCN(c2ccc(C(F)(F)F)cn2)CC1)NCc1ccc(Cl)cc1Cl
    5% | 0.0% | -14% | 1.3 | -2% | -1% | -6% | i | -20%

The list goes on.
SMILES	Nrf2 block	Nrf2 ARE act	EPAC2 antag	CCT modulator	MmCpn inh	EPAC2 agonist	A549 viability	pAkt inh	TGFb SMAD3 inh
COc1cccc(C(=O)Nc2nnc(-c3cccs3)o2)c1	-5%	0.0%	7%	-2.7	0%	5%	-8%	i	-24%
CC(C)C[C@H]1CNC(=O)C(=O)N1C[C@H]1CCCN1C[C@H](CC(C)C)N1C[C@H](Cc2ccccc2)N(CC2CCCCC2)C(=O)C1=O	·	0.1%	47%[activator]	-2.2	·	-13%	·	i	·
CC1=CC(=O)C(C(C)=Nc2cccc(Cl)c2)C(=O)O1 (configuration not stated)	0%	-0.6%	20%	0.4	·	1%	1%	i	11%
Cc1c(C(=O)NNC(=O)c2ccccc2O)oc2ccc(Br)cc12	2%	1.7%	3%	1.6	·	0%	0%	i	-26%
CC1(C(=O)NCc2cccc3ccccc23)CCN1Cc1cc2ccccc2o1 (configuration not stated)	·	4.2%	?	0.9	·	20%	·	i	-45%
CC1CCN(CC(=O)NC(=O)NCc2ccccc2)CC1	14%	-0.1%	2%	-2.2	-1%	3%	1%	i	8%
CC(C)(C)CNC(CO)C12CC3CC(CC(C3)C1)C2 (configuration not stated)	·	0.0%	-1%	-0.8	2%	-6%	13%	i	-4%
COCCNC(=O)COc1ncnc2ccc(Br)cc12	26%	-0.6%	7%	-0.1	-1%	0%	9%	i	9%
O=C(Nc1ccccc1)C1CCCN1S(=O)(=O)c1cccs1 (configuration not stated)	6%	-0.5%	2%	0.9	3%	-2%	-3%	i	-10%
COC(=O)C1CN(C(=O)COc2ccccc2C)c2ccccc2O1 (configuration not stated)	7%	3.6%	-4%	0.2	2%	1%	-2%	i	6%
Oc1cccc(-n2nnnc2SCc2ccccc2F)c1	5%	0.6%	-20%	-1.7	0%	19%	-2%	i	-14%
COc1cccc(OCCNC(=O)CSc2ccc(C(F)(F)F)cc2[N+](=O)[O-])c1	-5%	4.6%	15%	-0.1	2%	1%	2%	i	0%
COc1cccc(CN2CCCC(C(=O)c3ccc4c(c3)OCO4)C2)c1OC (configuration not stated)	-3%	0.3%	-14%	-1.7	2%	6%	-7%	i	-6%
CCN(CC)S(=O)(=O)c1ccc(N2CCc3cc(OC)c(OC)cc3C2)nc1	-28%	2.9%	-15%	-3.3	-15%	14%	-3%	i	-4%
O=C(/C=C/c1ccccc1)NCCc1c[nH]c2ccccc12	?	3.2%	-12%	-0.7	·	16%	-8%	i	1%
O=[N+]([O-])c1ccc2c(c1)/C(=N\O)c1ccccc1-2	-16%	-0.5%	11%	0.9	-3%	8%	1%	i	2%
COC(=O)C1=C(c2ccccc2)c2ccccc2S(=O)(=O)N1CC(=O)Nc1ccccc1C(F)(F)F	8%	-1.1%	·	·	·	·	-2%	·	-2%
CCc1cc2c(cc3c(=O)n(CC(=O)N4CCN(c5cccc(C)c5C)CC4)nc(CC)n32)s1	-2%	-0.1%	·	·	·	·	2%	·	-22%
CC1CCCCC1NC(=O)c1nn(C)c(=O)c2ccccc12 (configuration not stated)	4%	0.2%	14%	-1.5	1%	5%	-2%	i	17%
COc1ccc(CNC(=O)C(=O)c2cn(CC(=O)N3CCCC3)c3ccccc23)cc1	24%	0.3%	10%	-0.6	-3%	9%	-6%	i	4%
Cc1n[nH]c(C)c1S(=O)(=O)N(CC(=O)Nc1ccc(C(F)(F)F)cc1)c1ccc(C(C)C)cc1	?	-4.4%	·	·	·	·	-25%	·	?
Cn1c(=O)c2c(nc(NCCOc3ccc(F)cc3)n2C)n(C)c1=O	-3%	0.3%	6%	2.4	-2%	-6%	-8%	i	2%
Cc1oc(-c2cc3c(cc2Cl)OCO3)nc1CN1CCCC1c1ccc(F)cc1 (configuration not stated)	8%	0.8%	-7%	-2.9	-3%	13%	12%	i	-12%
Cc1nc(NC(=O)c2ccccc2)sc1-c1csc(Nc2ccc(C(=O)O)cc2)n1	5%	3.2%	4%	-4.4	0%	10%	-4%	i	-15%

Pulled one by one from the list above (2):
SMILES	Nrf2 block	Nrf2 ARE act	EPAC2 antag	CCT modulator	MmCpn inh	EPAC2 agonist	A549 viability	pAkt inh	TGFb SMAD3 inh
CC(C)(C)CNC(CO)C12CC3CC(CC(C3)C1)C2 (configuration not stated)	·	0.0%	-1%	-0.8	2%	-6%	13%	i	-4%
O=C(Nc1ccccc1)C1CCCN1S(=O)(=O)c1cccs1 (configuration not stated)	6%	-0.5%	2%	0.9	3%	-2%	-3%	i	-10%
